Source: PubChem (National Center for Advancing Translational Sciences (NCATS))
Tau ThT inhib: tau fibrillization inhibition (ThT binding) | P10636 | recombinant tau K18 P301L, heparin-induced fibrillization, ThT fluorescence | Potency, µM (highest dose often 57.4 µM), inactives show at the highest dose activity, negative = inhibition, most hits filed as inhibitors | actives 2.1% (n = 270,000); note: % is set by controls: 0 for no effect and ±100 for the full control effect; nearly all actives have a fitted effect of over 55% in size
Target sequence (P10636 561-689 P618L limits assumed): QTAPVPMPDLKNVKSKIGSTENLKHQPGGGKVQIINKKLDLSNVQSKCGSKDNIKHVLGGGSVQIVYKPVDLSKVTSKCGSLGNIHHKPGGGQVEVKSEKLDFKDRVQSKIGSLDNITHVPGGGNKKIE
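In this qHTS, human K18 P301L tau is incubated with compound and heparin for 6 hr at 37 C, and Thioflavin T fluorescence then reports fibril load.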
SMN2 splice up: increases expression of the SMN2 splice variant; HEK293 SMN2-luciferase splicing reporter, luminescence, 30-36 h; Potency, µM (highest dose often 46.1 µM), for inactives: at the top dose activity change, positive = activation, usual class: activators; actives 2.8% (n = 210,000); AID 1458; note: % of control where 0% means no effect; nearly all actives have a fitted effect of over 55% in size
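HEK293 cells carry an SMN2 minigene-luciferase reporter in which exon 7 inclusion puts luciferase in frame. Cells were seeded at 2000 cells/well, attached for 10-12 hours, then exposed to compounds for 30-36 hours at 37C before ONE-Glo luminescence.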
HttQ103 aggreg: reduces HttQ103-GFP aggregates in PC12 cells | PC12 HttQ103-GFP aggregates, Acumen cytometry, 40 h | Potency, µM (series often up to 46.1 µM), for the others: at the top dose activity change, negative = inhibition, usual class: inhibitors | actives 1.1% (n = 220,000); note: % is set by controls: 0 for no effect and ±100 for the full control effect; nearly all actives have a fitted effect of over 60% in size
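Aggregates are detected as GFP objects 1–25 µm with signal 6 STDEV over background in lysates of induced PC12 cells. These carry Huntingtin exon 1 with 103 glutamines fused to GFP under an ecdysone promoter; compounds titrated.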
HTT ATP protect: cytoprotection in Huntington HTT-Q103 PC12 cell model; Potency, µM (series often up to 56.4 µM), without a hit: cytoprotection (ATP increase), most hits filed as activators; AID 1471; actives 0.14% (n = 230,000); PC12 HTT-Q103 induced, cytoprotection, ATP luminescence, 40 h;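 note: % of control where 0% means no effect; nearly all actives have a fitted effect of over 45% in size; toxic huntingtin expression switched on by the ecdysone agonist tebufenozide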
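PC12 cells with ecdysone-inducible HTT exon 1 Q103-GFP, induced with 100 nM tebufenozide and co-treated with library compounds in a dose series (1536-well, 1500 cells/well). Cytoprotection read as ATP content by ATPlite luminescence.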
Tau fluor counter: counter-screen for tau fibril formation inhibitors; Potency, µM (top dose mostly 57.7 µM), inactives show top-dose activity change, negative = decrease; actives 0.93% (n = 280,000); tau K18 P301L Alexa594 fluorescence, heparin fibrillization; note: % is set by controls: 0 for no effect and ±100 for the full control effect; nearly all actives have a fitted effect of over 55% in size
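Human K18 P301L tau (15 uM unlabeled plus 0.24 uM Alexa 594-labeled, final) in 100 mM sodium acetate pH 7 was mixed with compound and 20 uM heparin and incubated 6 hr at 37 C.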
KDM4E inh: JMJD2E (human) inhibition; JMJD2E catalytic domain, FDH-coupled NADH fluorescence (FDH is formaldehyde dehydrogenase); Potency, µM (highest dose often 57.1 µM), without a hit: top-dose activity change, negative = inhibition, most hits filed as inhibitors; actives 1.6% (n = 230,000); AID 2147; B2RXH2; active = well fitted inhibition curve with a large enough effect, not every such curve was filed as active; inconclusive = small, poorly fitted or top-dose-only effect, or another doubt; inactive = no such curve, though single readings can be large or run the other way;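 note: 0% = wells with enzyme and -100% = buffer wells without enzyme; nearly all actives have a fitted effect of over 50% in size; many of its hits are not listed in these tables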
Target sequence (B2RXH2 1-337 limits assumed): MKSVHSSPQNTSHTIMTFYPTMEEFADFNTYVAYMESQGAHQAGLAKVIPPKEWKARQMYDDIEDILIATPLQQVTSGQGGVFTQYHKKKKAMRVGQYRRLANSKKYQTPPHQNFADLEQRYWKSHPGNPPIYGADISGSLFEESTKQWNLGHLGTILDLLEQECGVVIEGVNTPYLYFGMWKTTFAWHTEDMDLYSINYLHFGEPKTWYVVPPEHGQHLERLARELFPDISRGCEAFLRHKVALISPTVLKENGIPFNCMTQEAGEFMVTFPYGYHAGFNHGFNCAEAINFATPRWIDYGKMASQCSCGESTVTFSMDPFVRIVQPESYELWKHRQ
ALDH1A1 block: inhibitors of human aldehyde dehydrogenase 1A1; Potency, µM (titrated, usually from 75.3 µM), inactives show top-dose activity, negative = inhibition, usual class: inhibitors; P00352; actives 7.3% (n = 220,000); Purified ALDH1A1, NADH fluorescence, propionaldehyde substrate; active = well fitted inhibition curve with a large enough effect, not every such curve was filed as active; inconclusive = small, poorly fitted or top-dose-only effect, or another doubt; inactive = no such curve, though single readings can be large or run the other way;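 note: plate controls were no enzyme wells and a reference inhibitor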
Target sequence (P00352 whole entry, looked up): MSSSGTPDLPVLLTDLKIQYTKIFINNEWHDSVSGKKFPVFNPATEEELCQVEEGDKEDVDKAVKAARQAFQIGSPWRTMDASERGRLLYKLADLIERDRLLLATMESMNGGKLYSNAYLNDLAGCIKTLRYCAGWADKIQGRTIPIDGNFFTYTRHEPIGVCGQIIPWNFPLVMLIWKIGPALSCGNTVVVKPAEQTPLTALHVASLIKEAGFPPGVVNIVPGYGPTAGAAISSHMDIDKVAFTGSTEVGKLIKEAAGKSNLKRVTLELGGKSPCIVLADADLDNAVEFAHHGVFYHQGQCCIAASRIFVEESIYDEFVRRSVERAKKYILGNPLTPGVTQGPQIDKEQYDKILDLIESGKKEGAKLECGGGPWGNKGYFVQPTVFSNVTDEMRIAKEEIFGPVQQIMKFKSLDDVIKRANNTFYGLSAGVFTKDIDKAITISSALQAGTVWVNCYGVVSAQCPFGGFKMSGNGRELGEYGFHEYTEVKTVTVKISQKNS
Tau fibril FP: inhibitors of human tau fibril formation; actives 0.39% (n = 280,000); AID 1468; P10636; K18 P301L tau heparin fibrillization, Alexa594 FP, 6 h; Potency, µM (titrated, usually from 57.7 µM), inactives show at the top dose activity, negative = inhibition, most hits filed as inhibitors; note: % is set by controls: 0 for no effect and ±100 for the full control effect; nearly all actives have a fitted effect of over 55% in size
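Heparin (20 uM) drove fibril formation of recombinant tau K18 P301L, 15 uM unlabeled with 0.24 uM Alexa 594 label, for 6 hr at 37 C in 100 mM sodium acetate pH 7. Fluorescence polarization (555/632 nm) read 1 hr after 30 uM ThT.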
* marks the source's active call; other numbers are inactive results; ? = inconclusive; nt = no result given; & = joins results of further samples; [ ] = remark or other dose. Unless noted, calls come from the whole dose curve; as a rule, active = well fitted curve in the direction sought with a large enough effect; inconclusive = small, poorly fitted or top-dose-only effect, or another doubt; inactive = no such curve, though single readings can be large; an effect the other way counts as inactive or inconclusive. Potency is the fitted concentration of half-maximal effect. An excerpt; rates above refer to the full screens.

| no. | compound | Tau ThT inhib | SMN2 splice up | HttQ103 aggreg | HTT ATP protect | Tau fluor counter | KDM4E inh | ALDH1A1 block | Tau fibril FP |
| --- | --- | --- | --- | --- | --- | --- | --- | --- | --- |
| 1 | CCCC(=O)Nc1ccc(Cl)c(NC(=O)c2ccco2)c1 | -24% | nt | -16% | -25%[10 µM] | -12% | -8% | -1% | 5% |
| 2 | COc1ccccc1N1CN(Cc2ccccc2)CNC1=S | -1% | nt | -8%[9.22 µM] | 31%[10 µM] | 8% | 10% | 2% | 9% |
| 3 | Cc1c(C(=O)O)oc2ccc(S(=O)(=O)NC3CCCCCCC3)cc12 | -2% | -3% | 24% | nt | -8% | -5% | ? | 5% |
| 4 | CCOC(=O)c1cccc(NC(=O)CN(C)S(=O)(=O)c2cnc[nH]2)c1 | 1% | -3% | 1% | 1% | -2% | 2% | 1% | -2% |
| 5 | Cc1cccc(NC(c2ccc(C)s2)c2ccc3ccc(C)nc3c2O)n1 (stereo unspecified) | ? | -21% | ? | 15%[10 µM] | -20% | ? | 3% | 6% |
| 6 | CCOc1ccc(CNC(=O)CCCOc2cc(=O)n(C)c3ccccc23)cc1 | -9% | 11% | 20% | 16% | -7% | 2% | 19% | 4% |
| 7 | COc1ccc(N2C(=O)CC(Sc3nc4ccccc4s3)C2=O)cc1OC (stereo unspecified) | ? | nt | 16%[9.22 µM] | 3%[10 µM] | -14% | -22% | 3.5µM* | 1% |
| 8 | Cc1cccc(NS(=O)(=O)c2ccc3c(c2)Cc2cc(S(=O)(=O)Nc4cccc(C)c4C)ccc2-3)c1C | ? | -8%[1.84 µM] | 15% | 11%[10 µM] | ? | ? | -9% | 1% |
| 9 | COc1cccc2cc(C(=O)N3CCN(c4ccc(C)cc4C)CC3)c(=O)oc12 | 0% | -1% | ? | 11% | 4% | -11% | 0% | 9% |
| 10 | CCOc1cc(/C=N/NC(=O)c2cccs2)cc([N+](=O)[O-])c1O | 10µM* | nt | -12%[9.22 µM] | -6%[10 µM] | ? | -15% | -4% | 3% |
| 11 | O=c1oc(-c2ccccc2NS(=O)(=O)c2ccc3ccccc3c2)nc2ccccc12 | 13% | -7% | -17% | -17%[10 µM] | -15% | -11% | 2% | -8% |
| 12 | Cc1cc(=O)[nH]c(-n2ncc(C#N)c2N)n1 | -1% | -3% | 6% | ? | 3% | -13% | -6% | 4% |
| 13 | CC(=O)NC(C)CCc1ccccc1 (stereo unspecified) | 5% | nt | -10%[9.22 µM] | -4%[10 µM] | 1% | 7% | nt | -6% |
| 14 | O=C(NC(c1ccccc1)C(Cl)(Cl)Cl)c1ccccc1 (stereo unspecified) | -14% | -22% | -4% | 8%[10 µM] | -22% | 4% | -12% | 4% |
| 15 | Cc1ccccc1C(=O)Nc1sc2c(c1C(=O)N1CCC(C)CC1)CCCC2 | -15% | -2% | nt | nt | -15% | nt | nt | -6% |
| 16 | O=C(/C=C/c1ccc2c(c1)OCO2)NCCCN1CCOCC1 | -3% | -26% | -4% | nt | -4% | ? | ? | -2% |
| 17 | CC(=O)Nc1ccc(Oc2cnc3ccccc3n2)cc1 | -14% | -14% | 11µM* | 23% | -5% | 10% | 9% | -2% |
| 18 | CCN1CCc2c(OCC(=O)Nc3ccc4c(c3)OCCO4)cccc2C1=O | -1% | -9% | 3% | 11% | 2% | 12% | 0% | 2% |
| 19 | CCSc1nc2sc3c(c2c(=O)n1-c1ccc(C)cc1)CCCC3 | -10% | -5% | nt | nt | 1% | nt | nt | -3% |
| 20 | CC(C)(C)OC(=O)N1CCC(CNC(=O)c2cccs2)CC1 | nt | nt | -8%[9.22 µM] | -7%[10 µM] | -1% | -3% | nt | 6% |
| 21 | CC(C)(C)N1C(=O)Cc2c1nc(N)c1c(N)nc(N3CCCCC3CO)c(C#N)c21 (stereo unspecified) | ? | 2% | 18% | -24% | ? | ? | ? | -1% |
| 22 | CCOc1ccc(NC(=S)N2CCC(c3nc4ccccc4[nH]3)CC2)cc1 | -16% | nt | -13%[9.22 µM] | -8%[10 µM] | -15% | 10% | 10% | 3% |
| 23 | Fc1ccc(Cn2cccc2C2=NC(c3ccccc3)CO2)cc1 (stereo unspecified) | -9% | -30% | ? | 9% | -9% | -20% | ? | -1% |
| 24 | O=C(Nc1ccc(F)cc1)NC1CCN(Cc2c(F)cccc2Cl)CC1 | -3% | nt | 8%[9.22 µM] | 10%[10 µM] | -7% | 2% | ? | 1% |
| 25 | Cc1cc(-c2ccco2)n2c(nc3ccccc32)c1C#N | ? | 1% | -8% | -15% | -5% | 2% | 1% | 0% |
| 26 | C/C(=N\NC(=O)CC1N=C(Cc2ccccc2)NNC1=O)c1ccc(C)cc1 (stereo unspecified) | -2% | 15% | 12% | -20% | 1% | -3% | 5% | -5% |
| 27 | CCOC(=O)CC(c1ccc(N)cc1)n1c(C)ccc1C (stereo unspecified) | -13% | nt | ? | -11% | -6% | ? | ? | 7% |
| 28 | C=CCn1cnc2c(nnn2Cc2ccc(F)cc2)c1=O | 4% | nt | -11%[9.22 µM] | -2%[10 µM] | -4% | -1% | nt | -3% |
| 29 | Cc1nc2nc(SCC(=O)NCc3ccccc3Cl)nn2c(C)c1Cc1ccccc1 | -12% | -3% | nt | nt | -14% | nt | nt | -14% |
| 30 | COc1ccc(/C=C(/NC(=O)c2ccc([N+](=O)[O-])cc2)C(=O)NCCCN(C)C)cc1 | -7% | 12% | 8% | 11%[10 µM] | 4% | 3% | 14% | 4% |
| 31 | Cc1nc2ccccc2c2oc(C(=O)NCCN3CCCCC3C)cc12 (stereo unspecified) | -11% | 5% | 11% | -21% | -10% | ? | -2% | 4% |
| 32 | COc1ccc(C2C(C#N)C(C#N)N3CCCN23)cc1 (stereo unspecified) | -2% | 9% | 8% | 15% | -4% | ? | -1% | -3% |
| 33 | CC(CCc1ccccc1)NCC(O)c1ccc(O)c(C(N)=O)c1 (stereo unspecified) | -10%&-11%&-10% | ? | 4% | -33%[inhibitor] | -15%&-9%&-10% | ? | ? | -10%&-4%&-9% |
| 34 | CC(C)CCN(C(=S)Nc1cccc(F)c1)C(C)c1cccs1 (stereo unspecified) | -9% | -25% | -21% | 17% | -26% | 0% | -4% | -8% |
| 35 | CC1=C(C(N)=O)C(c2ccncc2)n2nc(-c3ccccc3Cl)nc2N1 (stereo unspecified) | -5% | -1% | 2% | 8%[10 µM] | -4% | 10% | 9% | 8% |
| 36 | CCOC(=O)c1c(Cc2ccc(Cl)cc2)c[nH]c1C | ? | 58% | -4% | 3%[10 µM] | ? | -3% | -2% | -5% |
| 37 | Cn1cc(C=C2C(=O)OC3(CCCCC3)OC2=O)c2ccccc21 | -16% | nt | -8%[9.22 µM] | 9%[10 µM] | -13% | 1% | nt | -5% |
| 38 | CC(CN1CCNCC1)(NS(=O)(=O)c1ccccc1)c1ccccc1 (stereo unspecified) | -15% | nt | ? | 11% | -14% | 24% | ? | -10% |
| 39 | Cc1ccc(C(c2sc3ncnn3c2O)N2CCCCC2)cc1 (stereo unspecified) | -7% | -22% | -8% | -10% | 2% | -16% | -3% | 10% |
| 40 | CCOC(=O)Cc1c(C)nc2c(C#N)c(C)nn2c1C | -1% | -1% | -2% | 5%[10 µM] | 3% | ? | ? | 3% |
| 41 | Cc1ccc(-c2nn(-c3ccccc3)cc2CN(Cc2ccccc2)C(=O)CCC(=O)O)o1 | -18% | 6% | 24% | 1%[10 µM] | 8% | ? | ? | -4% |
| 42 | COc1ccccc1NC(=O)CN1CCN(c2ccccn2)CC1 | -4% | ? | -5% | 18%[10 µM] | -8% | -8% | ? | 3% |
| 43 | COc1cccc(C(=O)CN2C3=NCCCN3c3ccccc32)c1 | -2% | 6% | 1% | -7% | -2% | 5% | 9% | -3% |
| 44 | CCCCCn1c(CNC(C)=O)nc2ccccc21 | 2% | 18% | -3% | -11% | 1% | 6% | 5% | -4% |
| 45 | CN(c1ccccc1C(=O)O)S(=O)(=O)c1ccc2[nH]c(=O)oc2c1 | -5% | -5% | nt | nt | -2% | nt | nt | -9% |
| 46 | CCN(CC)CCNc1nc2ccccc2n1C | -3% | 26% | -5% | -6% | 2% | -7% | 0% | 5% |
| 47 | O=C(Nc1ccc(Cl)c(C(F)(F)F)c1)C1CCCN(S(=O)(=O)c2cnc[nH]2)C1 (stereo unspecified) | 1% | -14% | -22% | 5% | -16% | -3% | -3% | -11% |
| 48 | CCOc1ccccc1OCCCOc1ccc([N+](=O)[O-])cc1Cl | ? | -23% | -13% | -38% | -29% | -14% | ? | -7% |

Ordered by molecular weight (smallest number first): some entries from above.
| no. | compound | Tau ThT inhib | SMN2 splice up | HttQ103 aggreg | HTT ATP protect | Tau fluor counter | KDM4E inh | ALDH1A1 block | Tau fibril FP |
| --- | --- | --- | --- | --- | --- | --- | --- | --- | --- |
| 46 | CCN(CC)CCNc1nc2ccccc2n1C | -3% | 26% | -5% | -6% | 2% | -7% | 0% | 5% |
| 32 | COc1ccc(C2C(C#N)C(C#N)N3CCCN23)cc1 (stereo unspecified) | -2% | 9% | 8% | 15% | -4% | ? | -1% | -3% |
| 40 | CCOC(=O)Cc1c(C)nc2c(C#N)c(C)nn2c1C | -1% | -1% | -2% | 5%[10 µM] | 3% | ? | ? | 3% |
| 43 | COc1cccc(C(=O)CN2C3=NCCCN3c3ccccc32)c1 | -2% | 6% | 1% | -7% | -2% | 5% | 9% | -3% |
| 39 | Cc1ccc(C(c2sc3ncnn3c2O)N2CCCCC2)cc1 (stereo unspecified) | -7% | -22% | -8% | -10% | 2% | -16% | -3% | 10% |
| 45 | CN(c1ccccc1C(=O)O)S(=O)(=O)c1ccc2[nH]c(=O)oc2c1 | -5% | -5% | nt | nt | -2% | nt | nt | -9% |
| 38 | CC(CN1CCNCC1)(NS(=O)(=O)c1ccccc1)c1ccccc1 (stereo unspecified) | -15% | nt | ? | 11% | -14% | 24% | ? | -10% |
| 47 | O=C(Nc1ccc(Cl)c(C(F)(F)F)c1)C1CCCN(S(=O)(=O)c2cnc[nH]2)C1 (stereo unspecified) | 1% | -14% | -22% | 5% | -16% | -3% | -3% | -11% |
| 41 | Cc1ccc(-c2nn(-c3ccccc3)cc2CN(Cc2ccccc2)C(=O)CCC(=O)O)o1 | -18% | 6% | 24% | 1%[10 µM] | 8% | ? | ? | -4% |
